# NCOA1 inh: inhibitors of human steroid receptor coactivator 1 (SRC1). Q15788. HEK293 GAL4-SRC1 luciferase reporter, luminescence. inhibition, % at 3.6 µM. 360,000 compounds, 0.12% hits;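 active = inhibition above the campaign mean plus 3 SD, with each screening campaign given its own cutoff, cut at about 60% in these data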;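 note: 0% = DMSO treated cells and 100% = gossypol at 36 µM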
# NR2F2 inh: inhibitors of human COUP-TFII (NR2F2). P24468. HEK293T NGFI-A luciferase reporter, luminescence. inhibition, % at 8.6 µM. 370,000 compounds, 0.7% hits. AID 686940;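 active = inhibition above a per-plate cutoff, mean inhibition of test wells between control levels plus 3 SD, cut at about 38% in these data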;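 note: cells cotransfected with COUP-TFII expression vector driving the NGFI-A reporter; 0% = median of COUP-TF2 test wells and 100% = reporter-only cells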
# TRAIL sens C8: sensitizes caspase-8 expressing cells to TRAIL; NB7+C8 cells + TRAIL, ATPlite viability luminescence; inhibition (viability loss, TRAIL sensitization), % at 10 µM; 360,000 compounds, 1% hits; AID 624354;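 active = compounds causing at least 50% loss of cell viability in the single-dose screen, relative to plate controls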
# EBV LMP1 NFkB: reduces LMP1-driven NF-kappaB luciferase signal; 350,000 compounds, 0.69% hits; LMP1-induced NF-kappaB luciferase reporter cells, luminescence; AID 504558; inhibition, % at 12.5 µM; in the data active = inhibition above about 41%;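 note: 0% = neutral control wells and 100% = reference inhibitor control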
# Shn3 3UTR inh: Schnurri-3 reporter inhibition in Clone20 osteoblasts | inhibition, % at 12.5 µM | 360,000 compounds, 0.52% hits | Clone20 osteoblast Shn3 3'UTR firefly luciferase, 24 h;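 active = mean inhibition of at least 75% with every replicate also reaching 75%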;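 note: 0% = median of neutral control wells and 100% = pilot-screen positive control compound; some compounds past the cut are filed as inactive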
# NCOA3 inh: human NCOA3 inhibition | Q9Y6Q9 | HEK293 GAL4-SRC3 luciferase reporter, luminescence | inhibition, % at 3.6 µM | 360,000 compounds, 0.17% hits | AID 588352;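 active = inhibition above a per-campaign cutoff, the mean of all compounds plus 3 SD, cut at about 60% in these data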;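 note: 0% = DMSO-treated cells and 100% = gossypol-treated cells at 36 µM; higher means less SRC3-driven luciferase light from the GAL4 reporter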
# TROY NFkB inh: TROY signaling inhibition; inhibition, % at 10 µM; 360,000 compounds, 0.98% hits; Q293 LMP1-TROYcd NF-kB luciferase reporter, 4 h; AID 1347056;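 active = compounds whose plate-normalised and pattern-corrected inhibition of the luciferase reporter signal at the single screening dose is 50% or more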
# CF NFkB inh: inhibitors of cystic fibrosis induced NF-kB | KKLEB NF-kB-GFP reporter, PAF-induced, GFP fluorescence overnight | inhibition, % at 5 µM | 360,000 compounds, 0.86% hits | AID 588850;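 active = at least 50% inhibition at 5 µM, scaled per plate between neutral and stimulator controls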;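 note: PAF is a Pseudomonas aeruginosa culture filtrate used as stimulus; plate controls were PAF-stimulated DMSO wells for no effect and unstimulated DMSO wells for full effect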
# KKLEB tox: CF airway cell cytotoxicity counter-screen | KKLEB CF airway cells viability, ATPlite luminescence, overnight; hits give low values; cells stimulated with P. aeruginosa culture filtrate | activity change (cytotoxicity), % at 5 µM | 360,000 compounds, 0.36% hits;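 active = corrected activity change at or below -50% at 5 µM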
# NR5A2 inv ag: NR5A2 inverse agonism in reporter assay; O00482; HEK293T StAR-luciferase reporter, LRH-1 transfected, 24 h; inhibition, % at 3.6 µM; 360,000 compounds, 0.13% hits;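 active = inhibition above the mean inhibition of all tested compounds plus 3 SD, cut at about 73% in these data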;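 note: 0% = DMSO wells and 100% = reporter-only cells lacking LRH-1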
# TWEAK-Fn14 inh: TWEAK-Fn14 signaling inhibition; TWEAK-stimulated Fn14 reporter cells, luciferase luminescence, 8 h; 360,000 compounds, 2% hits; inhibition, % at 10 µM; in the data active = inhibition above about 50%
# Active calls of the source: *; / = not tested or not shown.
# Order of values – NCOA1 inh	NR2F2 inh	TRAIL sens C8	EBV LMP1 NFkB	Shn3 3UTR inh	NCOA3 inh	TROY NFkB inh	CF NFkB inh	KKLEB tox	NR5A2 inv ag	TWEAK-Fn14 inh
O=C(Nc1ccc(-n2nncc2-c2ccco2)cc1)c1ccc(F)cc1
    -4	14	-8	13	-7	-7	6	2	-4	-19	-13
COc1ccc(C2NC(c3ccc(OC)cc3OC)C(C)C(=O)C2C)c(OC)c1 (stereo unspecified)
    -17	8	-6	-4	-4	8	11	2	2	-1	-4
O=C(c1ccco1)N1CCN(c2ccc([N+](=O)[O-])cc2Cl)CC1
    -27	-13	-1	-4	-18	-4	6	10	4	-21	-22
CC(Sc1nnnn1-c1ccccc1)C(=O)NC1CCCC1 (stereo unspecified)
    -16	7	6	0	-3	4	-6	19	4	1	2
C=C(C)COc1ccc(-c2[nH]ncc2Oc2ccccc2OCC)c(O)c1
    2	-5	-8	-15	-4	4	8	5	-2	0	0
CC1CCc2cc(F)ccc2N1C(=O)c1cc2nc(-c3ccco3)cc(C(F)(F)F)n2n1 (stereo unspecified)
    0	9	1	6	18	5	3	-14	-2	4	21
COc1cc(S(=O)(=O)N2CCCCC2)ccc1NC(=O)c1ccccc1Cl
    -11	6	-5	3	9	21	-13	-1	-5	-6	-12
O=C(O)c1cc([N+](=O)[O-])ccc1NCCCc1ccccc1
    -20	5	5	-10	-5	-11	-10	7	10	-21	6
CCOC(=O)N1CCN(Cc2ccccn2)CC1
    13	-9	1	-1	-9	16	-20	7	-3	-6	-6
Cc1nc(SCc2nc3ccc(F)cc3[nH]2)c2oc3ccccc3c2n1
    2	-19	-10	20	-7	-17	12	-20	17	9	-13
CCn1cc(CNC(=O)c2cc(-c3ccccc3OC)nc3ccccc23)c(C)n1
    3	9	-13	-14	3	8	-2	-9	-5	17	-16
COC(=O)c1ccccc1NC(=O)c1noc2c1CC(C(C)(C)C)CC2 (stereo unspecified)
    -33	-19	8	7	-11	2	-1	6	-1	4	0
O=C(O)c1cccc2c1C(=O)c1ccc(-c3ccc(OC(F)(F)F)cc3)cc1S2(=O)=O
    8	9	-1	-5	-17	-15	-17	12	3	-25	-9
CCCc1nnc(NC(=O)CCC(=O)N2CCCCC2)s1
    7	-21	-8	-3	10	-1	-2	-15	16	3	10
CC(C)c1ccc(NC(=O)CCC(=O)NCc2ccco2)cc1
    -4	-11	-6	-22	0	-2	-3	0	12	-9	6
Cc1ccc(S(=O)(=O)N2CCN(C(=O)C(C)Cn3nc(C)c(C)c3C)CC2)cc1 (stereo unspecified)
    -30	16	7	-3	13	-5	-8	8	-1	3	9
CCCc1nc2sc3c(SCC(=O)NCc4ccco4)ncnc3c2c2c1CCC2
    -30	4	17	22	18	-13	13	1	-9	-25	16
COc1cccc(C(=O)Oc2c(Br)cc(Br)cc2/C=N/NC(=O)c2cc(C)[nH]n2)c1
    24	14	43	19	82	33	28	-5	16	20	52*
C=C(C)CN1C(=O)C2(OCCO2)c2ccccc21
    -6	7	-9	-3	0	-11	-10	-13	8	1	7
Cc1ccccc1OCC(O)Cn1c(NCc2ccccc2)nc2c1c(=O)[nH]c(=O)n2C (stereo unspecified)
    8	-1	-3	2	4	5	-17	-9	-2	7	-8
Cc1ccc(S(=O)(=O)N(Cc2ccc(F)cc2)C(=O)N2CCN(C)CC2)cc1
    -5	18	-4	2	-99	-2	6	14	-11	11	2
CCOC(=O)CSc1ncnc2c1cnn2-c1ccc(C)cc1
    -5	-1	6	5	-26	2	-54	6	-2	7	-17
O=C(C1COc2ccccc2O1)N1CCN(c2ccccc2)CC1 (stereo unspecified)
    -1	16	-13	21	15	14	-13	-6	2	-4	-5
CC(=O)c1ccc(OC2(C)CCN(Cc3ccc4ccccc4c3)C2)cc1 (stereo unspecified)
    -7	8	-2	/	-5	-6	-4	-9	-11	15	-26
Cn1cnc([N+](=O)[O-])c1SCC(=O)NN
    -13	-1	7	-15	-13	-5	-10	1	4	14	16
COc1ccccc1CNS(=O)(=O)CC12CCC(CC1=O)C2(C)C (stereo unspecified)
    -19	13	-4	0	-1	-1	-7	-2	12	-3	-3
Cc1cc2c(NCc3ccccc3)ncnc2s1
    30	49*	3	8	45	24	32	37	-21	26	21
CCOC(=O)C(C)C(C)=O (stereo unspecified)
    -7	/	-9	1	-8	5	6	-4	9	19	7
Brc1ccc2ncnc(NCc3ccco3)c2c1
    25	34	12	27	41	17	16	54*	-8	7	42
CCN(CC)CCNC(=O)CCn1c(=S)[nH]c2cc3c(cc2c1=O)OCO3
    -10	-9	-12	2	-1	4	0	2	-11	3	-11
O=C(NCC(c1cccs1)N1CCOCC1)c1cn(-c2ccccc2)nc1-c1ccc(Cl)cc1 (stereo unspecified)
    0	6	18	-24	7	4	7	-66	-10	0	23
CN(C(=S)Nc1ccc(Oc2ccccc2)cc1)c1ccc(O)cc1
    -26	4	4	0	5	-32	7	26	2	-17	16
COc1ccc(NS(=O)(=O)c2cc(C)ccc2NC(=O)c2cc(C)oc2C)cc1
    -10	-26	0	6	33	-2	9	21	-15	6	-20
CC(=O)Nc1ccc(C2C(=O)c3ccccc3C2=O)cc1
    -19	-42	62*	5	-8	-18	1	-11	6	-36	5
Cc1cc(C)nc(SCCn2c(N(C)Cc3ccccc3)nc3c2c(=O)n(C)c(=O)n3C)n1
    0	/	-14	1	11	5	-4	5	-10	-16	-53
Cc1ccc(SCCC(=O)NCc2ccco2)cc1
    -8	-9	0	-3	-11	-3	6	-9	9	11	-6
Cc1nc(N)nc(-c2ccccc2O)n1
    -3	-1	1	5	-7	9	-1	-5	6	-5	8
COc1ccc(-c2noc(CN(C)C(=O)c3ccco3)n2)cc1
    -27	-3	-3	-4	-3	-20	-18	0	6	-6	-13
COc1ccc(OC)c(NC(=S)NCCCN2CCOCC2)c1
    -1	-2	3	-12	-14	6	6	7	-7	10	4
Cc1cc(Cl)c(C)c(S(=O)(=O)Oc2ccccc2NC(=O)CCC(=O)O)c1Cl
    -4	1	3	-1	0	-2	-14	5	-1	6	-13
CCCCn1c(N)c(N(CC(C)C)C(=O)C2=NN(c3cc(C)ccc3C)C(=O)CC2)c(=O)[nH]c1=O
    5	-21	-11	3	0	21	-11	9	-8	-7	3
CCn1c(SCc2nc3ccccc3[nH]2)nnc1-c1cnccn1
    -68	-3	-6	-17	-2	-16	-47	-3	11	-43	-27
COc1cc(OC)cc(C(=O)NC(=S)Nc2ccc3c4c(cccc24)CC3)c1
    -5	8	-16	0	-1	0	6	8	-3	-8	-7
Cc1cn2c(N)c(/C=C3\C=Nc4ccccc43)c(=O)nc2s1
    -83	3	-19	-4	-31	-29	-66	-4	-5	-42	-20
C=CCNC(=O)c1oc2ccc(S(=O)(=O)N3CCCCC3)cc2c1C
    7	28	13	2	11	-10	-2	9	-8	-16	7
O=C(CCS(=O)(=O)c1ccc(Cl)cc1)Nc1nc(-c2ccncc2)cs1
    6	-10	20	0	35	-15	3	26	-22	-20	19
C=CCc1cccc2cc(NC(C)=O)c(=O)oc12
    7	9	-4	-7	9	18	-20	-7	-4	-6	-6
CCOC(=O)C1=C(C)NC(C)=C(C(=O)OCC)C1C(=O)OCC(=O)NCc1ccc(F)cc1
    5	4	6	-18	1	14	9	-10	5	1	1
CCC(CC)NC(=O)COn1nnc2ccc(S(=O)(=O)N3CCOCC3)cc21
    3	11	-15	-5	-10	6	11	2	3	-12	4
O=C(c1ccccc1)N1CCN(CC(O)Cn2ccc3ccccc32)CC1 (stereo unspecified)
    9	6	-9	-1	11	9	-10	-14	-4	5	-7
CC(=O)c1sc(NC(=O)CCc2ccccc2)nc1C
    -2	-24	-8	3	-29	-15	-39	-12	-22	8	-14
C[n+]1ccccc1Nc1cc([N+](=O)[O-])ccc1N
    8	15	13	3	-37	-1	3	4	1	-3	-5
CCc1ccc(NC(=O)N(CCOC)C2CCN(C(C)=O)CC2)cc1
    -35	9	4	-3	-9	0	-1	-2	-5	-10	-29
COC(=O)c1ccc2c(c1)C(C)(C)C(/C=C/c1ccc(OC)c(OC)c1OC)=[N+]2C
    7	14	67*	39	88*	19	-9	-15	-8	-5	32
COc1ccc(CNC(=O)C(C#N)c2nc3ccccc3nc2N2CCN(C)CC2)cc1 (stereo unspecified)
    1	4	5	11	-20	-7	/	14	-18	6	-5
CC(NC(=O)c1ccco1)c1nc(-c2ccccc2)no1 (stereo unspecified)
    -7	-12	15	-3	-10	-15	1	-9	-5	16	23
COc1ccccc1NC(=O)CC1SC(=N)N(c2ccccc2)C1=O (stereo unspecified)
    10	1	-13	2	22	16	-5	-2	9	23	-4
O=C(NCc1ccccc1Cl)c1cc2c(s1)CS(=O)(=O)C2
    -5	15	-19	-1	4	-16	-2	3	6	9	-2
CC(C)c1ccc(/C=N/NC(=O)c2cc(-c3cccc([N+](=O)[O-])c3)n[nH]2)cc1
    -76	-13	6	-23	13	17	3	20	-10	19	-6
COc1cc(-c2nnc(NC(=O)CS(=O)(=O)c3ccc(Cl)cc3)o2)cc(OC)c1OC
    -2	9	-12	3	7	-7	-10	1	3	6	20

# Continuation:
# Order of values – NCOA1 inh	NR2F2 inh	TRAIL sens C8	EBV LMP1 NFkB	Shn3 3UTR inh	NCOA3 inh	TROY NFkB inh	CF NFkB inh	KKLEB tox	NR5A2 inv ag	TWEAK-Fn14 inh
O=C(CNc1ccc(Br)cc1)Nc1ccc(S(=O)(=O)N2CCCCC2)cc1
    -1	3	13	-8	-2	-10	5	-4	-8	-8	27
CC/C(C)=N\NC(=O)CNC(=O)c1ccc(Cl)cc1Cl
    -14	-16	4	-10	4	24	0	-4	3	-24	9
O=C(N=Nc1c(O)[nH]c2ccccc12)c1ccccc1NS(=O)(=O)c1cccs1
    -4	-13	12	-1	17	7	-11	-2	-3	5	-28
CCOC(=O)C1=C(C)Nc2sc(C(=O)c3ccc(OC)cc3)c(N)c2C1c1ccc(C(=O)OC)cc1 (stereo unspecified)
    11	12	14	15	-8	5	-12	-15	-1	-23	-13
COc1ccc(NC(=O)CN(C)C(=O)CNC(=O)c2ccc3c(c2)OCO3)cc1
    -33	3	-2	-4	-1	0	0	-14	7	1	-6
O=C(c1ccc(-c2cccc(Cl)c2)o1)N1CCN(c2ccc([N+](=O)[O-])cc2)CC1
    -15	15	0	-10	-30	12	18	9	-3	0	13
O=[N+]([O-])c1ccc(S(=O)(=O)Nc2ncccn2)cc1
    20	-7	-23	-2	-5	8	-12	0	0	4	1

# Bioassay records: PubChem BioAssay, several laboratories

# This is a subset; the hit share may differ from the screen's.
